# Compound activity as filed in PubChem.
# MsrA inh: bovine MsrA enzyme inhibitors, primary screen, biochemical, absorbance, HTS; 360,000 tested, 0.75% active; Methionine sulfoxide reductase A (Bos taurus); inhibition, % at 15.5 µM; purified bovine MsrA, absorbance read-out; in the data active = inhibition above about 4.5%;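 note: 0% = vehicle wells with enzyme and 100% = reference inhibitor wells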
# PABP1 MLLE inh: inhibitors of PABP1 MLLE–PAM2 peptide binding, primary screen, biochemical, fluorescence polarization, FITC-PAM2, GST-MLLE | inhibition, % at 20 µM | Polyadenylate-binding protein 1 (Homo sapiens), P11940 | 360,000 tested, 0.36% active; in the data active = inhibition above about 35%, passing the limit was not always enough;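 note: plate controls were DMSO wells with GST-MLLE for no effect and wells lacking GST-MLLE protein for full effect; some results filed as inactive read as strong as hits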
# E coli Lon inh: inhibitors of E. coli Lon protease, primary screen, biochemical, fluorescence polarization. 360,000 tested, 0.42% active. inhibition, % at 7.94 µM. purified E. coli Lon protease. P0A9M0; in the data active = inhibition above about 13%, passing the limit was not always enough;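 note: 0% = enzyme with probe and DMSO and 100% = no enzyme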
# Rin1-Abl PPI inh: inhibitors of Rin1-Abl protein binding, primary screen, biochemical, TR-FRET; inhibition, % at 7.35 µM; 360,000 tested, 0.4% active; in the data active = inhibition above about 5%, passing the limit was not always enough
# Neddylation inh: inhibitors of cullin neddylation, primary screen, biochemical, TR-FRET, uHTS, NAE and Ubc12; AID 651699, 2012; calls only at 25 µM; NEDD8-conjugating enzyme Ubc12 (Homo sapiens) + NEDD8-activating enzyme E1 regulatory …; 360,000 tested, 0.58% active; in the data active = inhibition above about 36%
# TbMetRS inhib: T. brucei MetRS inhibitors, primary screen, biochemical, luminescence; 360,000 tested, 0.4% active; inhibition, % at 11.9 µM; purified T. brucei MetRS, ATP depletion, Kinase-Glo luminescence; AID 624268, 2012;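 active = inhibition above a per-plate cutoff of the control wells' mean inhibition plus 3 SD, cut at about 5.5% in these data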;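 note: 0% = DMSO wells median and 100% = median of wells with control inhibitor compound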
#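 Test system: purified T. brucei MetRS enzyme. Also added: ATP, methionine and E. coli bulk tRNA substrates. Compound: 11.9 µM single point. Schedule: 15 min enzyme-compound preincubation, 2 h reaction, 10 min detection, 25 °C. Signal: luciferase luminescence of residual ATP, Kinase-Glo. Evaluation: percent inhibition versus plate control medians. Controls: DMSO wells, low control.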
# MsrA act: bovine MsrA enzyme activators, primary screen, biochemical, absorbance, HTS. purified bovine MsrA, absorbance read-out. Methionine sulfoxide reductase A (Bos taurus). activation, % at 10.6 µM. 360,000 tested, 0.3% active; in the data active = activation above about 7.5%;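 note: 0% = vehicle and 100% = reference activator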
# FAS-TE inh: FAS thioesterase domain inhibitors, primary screen, biochemical, fluorescence intensity, uHTS; 360,000 tested, 0.67% active; recombinant FAS-TE, OMFH fluorogenic substrate, fluorescence endpoint; AID 602261, 2012; inhibition, % at 15 µM;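 active = compounds whose normalised, plate-corrected inhibition of enzyme fluorescence in the single-dose primary screen is 50% or more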;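 note: 0% = DMSO with enzyme and 100% = substrate without enzyme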
# CSN deneddyl inh: inhibitors of CSN-mediated cullin deneddylation, primary screen, biochemical, fluorescence polarization, uHTS. Purified CSN, SCF-Nedd8-OG deneddylation. 360,000 tested, 0.38% active. inhibition, % at 12.5 µM. COP9 signalosome complex subunit 5 (Homo sapiens), Q92905;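 active = pattern-corrected inhibition above about 35%, with an unprinted fluorescence ratio check between 0.5 and 1.5, limit read from the data, passing the limit was not always enough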;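 note: 0% = enzyme with substrate and 100% = substrate without enzyme; some results filed as inactive read as strong as hits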
#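 Material: human Csn5 produced in HEK293T cells; Input: enzyme 0.24 nM; Reagent: SCFSkp2-Nedd8OG substrate at 10 nM final; Dosing: 12.5 µM compound; Incubation: 90 min reaction at room temperature; Detection: fluorescence polarization of the substrate; Evaluation: % inhibition of substrate cleavage by Csn5; Control set: substrate-only high control, full reaction low control.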
# An asterisk follows results filed as active; i = inactive; . = no result given. No enrichment for hits, and some 4% of all compounds hit somewhere here.
# Below each compound: MsrA inh | PABP1 MLLE inh | E coli Lon inh | Rin1-Abl PPI inh | Neddylation inh | TbMetRS inhib | MsrA act | FAS-TE inh | CSN deneddyl inh
O=C(NCCc1ccc(F)cc1)c1coc(=O)c(Br)c1
 : 6.0* | -8 | -1 | -1 | i | 2.8 | 3 | 0 | -3
O=C(COC(=O)c1cccc(Cl)c1)NC(=O)NCc1ccccc1
 : 0.3 | -7 | -1 | 3 | i | -0.3 | -7 | 8 | -3
COc1ccc(S(=O)(=O)N2CCCCCC2)cc1C(=O)N1CCN(c2ccc(F)cc2)CC1
 : 0.7 | -9 | 12 | -2 | i | 0.3 | -3 | 26 | 5
O=C(CN1CCc2ccccc2C1)Nc1ccccc1F
 : -1.4 | -5 | -5 | -3 | i | -1.0 | 0 | -1 | -5
O=C(NCc1ccc(Cl)c(Cl)c1)c1cc(C2CCCCN2C(=O)OCCF)on1 (configuration not stated)
 : -0.5 | 9 | -15 | 3 | i | 0.4 | 0 | 18 | -4
CCCOCC(O)CC(Cc1ccccc1)C(=O)NN (configuration not stated)
 : -0.9 | 2 | -2 | -1 | i | 0.4 | 0 | -5 | -3
COc1ccc(/C=C2\SC(=S)N(N3CCOCC3)C2=O)c(OC)c1
 : 0.8 | 0 | -7 | -1 | i | -0.1 | -7 | 17 | 0
On1nnc2ccc3ccccc3c21
 : -0.4 | 9 | -6 | 1 | i | -0.6 | -3 | -14 | -2
Cc1nc2ccccc2n1CC(O)COCC1CC=CCC1 (configuration not stated)
 : 0.4 | 1 | -6 | 3 | i | -1.1 | -7 | -4 | -5
CCCN(/C=N/c1sc2c(c1C#N)CCCCC2)CCC
 : 0.6 | 11 | 5 | -2 | i | -0.8 | -12 | 14 | -3
CCOc1ccc(Nc2ccc(N)c(S(=O)(=O)O)c2)cc1
 : 0.5 | 27 | 1 | 8 | i | -0.2 | -2 | 2 | 34
N#C/C(=C\c1c(N2CCC(C(N)=O)CC2)nc2ccccn2c1=O)S(=O)(=O)c1ccccc1
 : 1.8 | 1 | 3 | -5 | i | 0.1 | -3 | 10 | 6
CCn1c(-c2ccc(N(C)C)cc2)nc2ccccc21
 : 2.9 | -5 | 0 | 0 | . | -0.7 | -6 | -3 | 3
C=CCN1C(=O)/C(=C2/Sc3ccccc3N2CC)SC1=S
 : -2.1 | 0 | 0 | 1 | i | -2.1 | -1 | -6 | 2
COc1cc(NC(=O)c2ccccc2F)c(OC)cc1NC(=O)CN1CCCCC1
 : 0.3 | 12 | -3 | -1 | i | 0.7 | -2 | 4 | 4
Cc1cc(NC(=O)CCCN2C(=O)c3cccc4cccc(c34)C2=O)no1
 : 0.3 | 12 | 2 | 0 | i | -0.4 | -3 | -1 | 0
Cc1cccnc1NC(=O)c1cc2c(=O)oc3ccccc3c2s1
 : 0.0 | 2 | -6 | 0 | i | -0.9 | -8 | 4 | -2
C=CCOc1cc(OC)c(OC)c(OC)c1
 : 0.4 | -2 | -4 | -1 | i | -0.7 | -3 | -1 | 2
CS(=O)(=O)N(CC(=O)NCc1ccccc1Cl)Cc1ccccc1
 : -2.4 | 4 | -2 | 1 | i | 0.0 | -4 | -7 | 2
CC(C#N)N1CCN(S(=O)(=O)c2ccc3c(c2)CCC3)CC1 (configuration not stated)
 : -1.2 | 25 | 0 | 0 | i | 0.2 | 0 | 8 | -6
Cc1nc([N+](=O)[O-])c(Br)n1Cc1ccc(Cl)c(Cl)c1
 : -1.0 | -45 | -2 | 3 | i | 0.9 | -2 | 8 | -4
CN1CCN(C(=O)c2ccc3c(c2)OCCO3)CC1
 : 0.2 | 9 | -9 | -3 | i | 0.2 | -4 | -4 | 0
CN(CC(=O)Nc1ccc(F)cc1)C(=O)c1cc([N+](=O)[O-])ccc1N1CCOCC1
 : 2.8 | -6 | -4 | 1 | i | 0.1 | -10 | 38 | 2
Cc1cnc(CN(C)Cc2nc(Cc3cccc(C(F)(F)F)c3)no2)[nH]1
 : 2.3 | -7 | 1 | 0 | i | -0.5 | -2 | -6 | 2
COC(=O)c1ccc(NC(=O)COc2ccc([N+](=O)[O-])cc2)cc1
 : 2.5 | -2 | 4 | 0 | i | 3.2 | -2 | 21 | -1
CCOC(=O)CNC(=O)CSc1nc2cccnc2n1Cc1ccccc1
 : 2.2 | -114 | -7 | 1 | i | -0.1 | -3 | -5 | -4
CC(C)(CO)Nc1ccc([N+](=O)[O-])cc1[N+](=O)[O-]
 : 5.3* | 0 | -6 | -4 | i | 0.2 | 3 | 1 | 2
COc1ccc(NC(=O)C2(c3cccs3)CCOCC2)cc1
 : -0.1 | 3 | -1 | -4 | i | -0.7 | -5 | -1 | -1
O=C(CSc1ncccc1-c1nc2ccccc2[nH]1)N1CCN(c2ccccc2F)CC1
 : -0.8 | -23 | -6 | -15 | i | 0.5 | 1 | -3 | 7
COc1ccc(-c2cc(NC=O)c3ncc(-c4cc(OC)c(OC)c(OC)c4)n3c2)cc1
 : 1.8 | -25 | -42 | -2 | i | 0.4 | -1 | 10 | 18

# Profiles from above:
# Profile of CC(C#N)N1CCN(S(=O)(=O)c2ccc3c(c2)CCC3)CC1 (configuration not stated) : MsrA inh = -1.2; PABP1 MLLE inh = 25; E coli Lon inh = 0; Rin1-Abl PPI inh = 0; Neddylation inh = i; TbMetRS inhib = 0.2; MsrA act = 0; FAS-TE inh = 8; CSN deneddyl inh = -6
# Profile of O=C(COC(=O)c1cccc(Cl)c1)NC(=O)NCc1ccccc1 : MsrA inh = 0.3; PABP1 MLLE inh = -7; E coli Lon inh = -1; Rin1-Abl PPI inh = 3; Neddylation inh = i; TbMetRS inhib = -0.3; MsrA act = -7; FAS-TE inh = 8; CSN deneddyl inh = -3

# Remaining list, next part.
Molecule	MsrA inh	PABP1 MLLE inh	E coli Lon inh	Rin1-Abl PPI inh	Neddylation inh	TbMetRS inhib	MsrA act	FAS-TE inh	CSN deneddyl inh
Cc1cc(-c2cc(C(=O)NCc3ccccc3)on2)nc(NCC2CC2)n1	-0.6	-1	5	2	i	-0.2	-6	5	-3
CCCn1ncc(/C=N/O)c1C	-0.3	-4	-3	-1	i	-0.3	-2	-6	1
COc1cc(OC)cc(C(=O)Nc2cc(-c3cn4cccnc4n3)ccc2C)c1	1.2	-1	-2	-6	.	1.3	-3	-1	1
O=C(CN1CCOCC1)Nc1ccc(OC(F)(F)F)cc1	-0.1	16	5	-2	i	-0.1	-1	-6	0
CC1(CCC(=O)O)C(=O)CCC2C1CCC1(C)C2CCC1(C)O (configuration not stated)	-0.3	-3	-3	-1	i	-0.1	-2	-6	-3
COc1ccc(-c2cc(C(=O)N3CCN(C(=O)c4ccccc4F)CC3)[nH]n2)cc1	-0.3	2	3	2	i	-0.7	-3	-5	2
COCc1[nH]nc2c1C(c1cc(OC)c(O)c(OC)c1)C(C#N)=C(N)O2 (configuration not stated)	0.5	-25	-3	1	i	-0.4	0	-3	0
Cc1cc(C(=O)NCc2ccccc2Cl)c2ccccc2n1	-0.6	-15	-6	1	i	-0.2	-2	0	2
Cc1ccc(C(=O)c2ccc(C)cc2)cc1	0.1	-5	9	0	i	-0.8	-8	4	2
CC(C)[C@H](NC(=O)N1CCn2c1nc1ccccc12)C(=O)NCc1ccc2c(c1)OCO2	0.0	-3	-6	-4	i	1.2	-2	4	-1
Cc1cc(NC(=O)CCCN2C(=O)/C(=C/c3ccccc3Cl)SC2=S)no1	-0.7	-2	-2	3	i	-0.4	-5	0	-5
Cc1cc(Cl)c(S(=O)(=O)N2CCN(c3ccc(F)cc3)CC2)cc1OCC(N)=O	0.3	-3	6	-2	i	-0.4	-2	12	6
O=S(=O)(c1ccc(Cl)cc1)N1CCN(C(=S)Nc2ccc(F)c(Cl)c2)CC1	1.2	-27	2	1	i	0.1	-5	20	-15
Cn1c(N)c(C(=O)CSc2nc3ccccc3c(=O)n2CCCN2CCOCC2)c(=O)n(C)c1=O	1.0	11	-3	5	i	-0.6	-1	-1	9
CSc1ccc(CN2CCC(C)(Oc3ccc4ccccc4c3)C2)cc1 (configuration not stated)	-0.1	6	10	-2	i	-0.3	1	26	-1
O=C(COC(=O)CSc1nnc(-c2ccc(Cl)cc2)o1)Nc1cc(Cl)ccc1Cl	0.2	-108	0	0	i	0.0	0	-1	7
CCOc1ccccc1/C=N/NC(=O)c1cccc(Cl)c1	1.1	6	4	-2	i	-0.4	-1	-10	-15
CCCc1nc(NCc2ccc3c(c2)OCO3)c2nnn(Cc3ccccc3Cl)c2n1	-0.4	2	-3	-1	i	-0.9	-4	-9	2
O=C(CN1CCN(C(C(=O)Nc2cc(C(F)(F)F)ccc2Cl)c2ccccc2)CC1)NC1CC1 (configuration not stated)	0.8	-12	-3	1	i	-0.2	-2	25	-3
CN1CCN(C(=S)Nc2cc(S(=O)(=O)N3CCOCC3)ccc2Cl)CC1	-0.1	3	-4	6	i	-0.6	-7	0	-2
COC(=O)N1CN(C(=O)OC)CN(C(=O)OC)C1	-0.8	0	4	-2	i	0.0	3	-9	1
O=C1Nc2ccccc2C1(O)c1ccccc1O (configuration not stated)	1.0	-7	-5	-1	i	2.2	-2	-1	2
COc1ccc2[nH]c(=O)c(CN(CCN(C)C)C(=O)NCc3ccccc3)cc2c1	.	-14	2	-2	i	0.0	0	-5	-1
CCc1cc(C(=O)c2ccc(OC)cc2)c(NC(=O)CC(C)(C)CC(=O)O)s1	2.1	29	3	2	i	-1.0	-10	-4	3
Cc1ccccc1NC(=O)C(C)SCc1ccccc1 (configuration not stated)	-0.2	3	8	0	i	-0.2	-2	-1	-1

# Part of the list above in another layout.
Cc1cc(-c2cc(C(=O)NCc3ccccc3)on2)nc(NCC2CC2)n1
  MsrA inh: -0.6
  PABP1 MLLE inh: -1
  E coli Lon inh: 5
  Rin1-Abl PPI inh: 2
  Neddylation inh: i
  TbMetRS inhib: -0.2
  MsrA act: -6
  FAS-TE inh: 5
  CSN deneddyl inh: -3

CCCn1ncc(/C=N/O)c1C
  MsrA inh: -0.3
  PABP1 MLLE inh: -4
  E coli Lon inh: -3
  Rin1-Abl PPI inh: -1
  Neddylation inh: i
  TbMetRS inhib: -0.3
  MsrA act: -2
  FAS-TE inh: -6
  CSN deneddyl inh: 1

# The list goes on.
Molecule	MsrA inh	PABP1 MLLE inh	E coli Lon inh	Rin1-Abl PPI inh	Neddylation inh	TbMetRS inhib	MsrA act	FAS-TE inh	CSN deneddyl inh
COc1ccccc1N1CCN(C(=O)C(F)F)CC1	-1.7	-12	9	3	i	-0.5	0	-3	-4
Cc1ccc(C(=O)N2CCN(S(=O)(=O)N3CCOCC3)CC2)cc1	1.3	-11	-1	3	i	-0.9	-8	-1	-8
O=C(Oc1coc(CSc2nnc(NC(=O)C3CC3)s2)cc1=O)c1ccccc1	-0.3	-2	15	-1	i	-0.4	-4	-1	-14
CN(CCO)C(=O)c1ccc(-c2nn(C)c(=O)c3ccccc23)cc1	2.8	9	-3	1	i	-0.5	-6	-1	-2
CC/S(CC1CC1(Cl)Cl)=N\S(=O)(=O)c1ccc(C)cc1 (configuration not stated)	0.1	12	-1	3	i	-0.1	-3	-7	1
